Bioassay records: PubChem, Broad Institute
XiGFP reactiv – activators of X-chromosome reactivation in mouse fibroblasts. XiGFP mouse fibroblasts, % GFP-positive cells imaging, 3 d; cells co-treated with 5-aza-dC sensitizer; scaled so ellipticine positive control = 100%. activation, % at 7.58 µM. 0.055% of 360,000 active;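 active = mean normalized replicate activation at least 10% and every replicate at or above 10%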;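 note: 0% = median of on-plate neutral control wells and 100% = ellipticine 6 µM median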
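System: 68-5-11 XiGFP fibroblast line; Timing: 3 days compound exposure; Compound dosing: one concentration, pinned; Benchmarks: positive control ellipticine, 6 µM final; Buffer or medium: DMEM containing 5-aza-dC.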
RAD54 branch – RAD54 (human) branch migration inhibition | AID 602329 | RAD54 Holliday junction branch migration, FAM/BHQ fluorescence | Q92698 | 0.14% of 360,000 active | inhibition, % at 10.4 µM;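 active = mean normalized replicate activity at least 40 and at least half of replicates scoring 40 or more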;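 note: 0% = median of neutral control wells and 100% = median of positive control wells; inhibitors cause a drop in the FAM fluorescence signal; in these data hits start at about 50%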
ERAP1 HTS inh – blocks human ERAP1 aminopeptidase activity | Q9NZ08 | recombinant ERAP1, Leu-AMC fluorescence, 60 min | inhibition, % at 10.7 µM | 0.15% of 340,000 active | AID 652197;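 active = mean replicate inhibition of at least 30%, or all replicates individually reaching that 30% level; inactive = mean below 30% and not every replicate reaching it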;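 note: 0% = neutral control wells and 100% = L-leucinethiol positive control wells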
esBAF inh – inhibitors of esBAF chromatin remodeling in mouse ES cells; Bmi1-luciferase knock-in reporter, 24 h; 100% = twice the neutral-well signal; reporter increase, % at 12.5 µM; 2% of 350,000 active; AID 602393; in the data active = activation above about 40%;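 note: 0% = median of the plate's neutral control wells and 100% = double that signal; a rise in the Bmi1 reporter signal indicates esBAF inhibition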
E-selectin induc – E-selectin induction on HUVECs; activation, % at 7.58 µM; 0.37% of 260,000 active; HUVEC E-selectin immunofluorescence imaging; normalized: neutral wells 0, TNF-alpha wells 100; AID 686992; P16581;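 active = mean E-selectin-positive cell signal at least 10% of the positive control, reached in at least 60% of replicates, without over 20% cell loss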;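 note: in these data hits start at about 27%; measured in HUVEC primary endothelial cells; signal is the percent of cells scored E-selectin positive by PE staining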
Target sequence (P16581 whole entry, looked up): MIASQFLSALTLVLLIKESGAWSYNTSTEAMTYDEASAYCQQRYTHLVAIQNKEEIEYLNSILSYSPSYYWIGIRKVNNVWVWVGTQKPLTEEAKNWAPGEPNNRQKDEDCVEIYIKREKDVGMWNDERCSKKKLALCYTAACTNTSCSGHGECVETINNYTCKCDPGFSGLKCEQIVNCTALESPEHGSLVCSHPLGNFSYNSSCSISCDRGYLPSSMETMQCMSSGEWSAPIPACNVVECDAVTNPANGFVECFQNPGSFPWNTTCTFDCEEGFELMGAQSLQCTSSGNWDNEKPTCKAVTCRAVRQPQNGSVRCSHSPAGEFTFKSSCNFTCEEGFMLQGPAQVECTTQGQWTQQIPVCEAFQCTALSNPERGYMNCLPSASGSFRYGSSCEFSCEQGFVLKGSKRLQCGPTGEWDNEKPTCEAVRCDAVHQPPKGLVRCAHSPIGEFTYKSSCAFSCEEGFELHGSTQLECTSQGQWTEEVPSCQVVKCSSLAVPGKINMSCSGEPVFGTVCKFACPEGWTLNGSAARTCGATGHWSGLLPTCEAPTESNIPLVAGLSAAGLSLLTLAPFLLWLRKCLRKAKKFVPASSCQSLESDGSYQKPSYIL
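System: HUVEC / Compound: single concentration / Signal: immunofluorescence imaging / Read-out: percent E-selectin-positive cells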
RAD52 inh – RAD52 (human) annealing inhibition. P43351. recombinant RAD52 DNA annealing, FRET fluorescence. inhibition, % at 18.7 µM. 0.46% of 360,000 active;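 active = every replicate showing at least 50% inhibition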
Target sequence (P43351 whole entry, looked up): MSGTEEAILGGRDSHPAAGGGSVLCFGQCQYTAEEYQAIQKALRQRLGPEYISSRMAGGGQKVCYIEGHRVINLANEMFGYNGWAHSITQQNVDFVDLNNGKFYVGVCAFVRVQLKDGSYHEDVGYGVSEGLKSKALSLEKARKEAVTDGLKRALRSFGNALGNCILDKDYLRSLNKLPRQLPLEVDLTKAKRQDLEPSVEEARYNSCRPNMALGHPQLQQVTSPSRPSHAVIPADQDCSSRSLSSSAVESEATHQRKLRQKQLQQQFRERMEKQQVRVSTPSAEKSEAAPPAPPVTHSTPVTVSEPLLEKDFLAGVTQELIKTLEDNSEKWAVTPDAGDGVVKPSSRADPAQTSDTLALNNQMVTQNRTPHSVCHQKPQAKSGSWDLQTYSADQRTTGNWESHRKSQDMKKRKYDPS
ERp5 inh – blocks human ERp5 reductase activity on insulin; Q15084; ERp5 insulin aggregation, absorbance 650 nm, 90 min; inhibition, % at 9.99 µM; 0.05% of 350,000 active;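 active = mean replicate inhibition above about 25%, with every replicate also reaching it, limit read from the data, passing the limit was not always enough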
S100A4 MyoIIA – S100A4-myosin IIA interaction inhibition | S100A4/TAMRA-MyoIIA peptide fluorescence polarization | inhibition, % at 10.7 µM | 0.14% of 360,000 active;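 active = mean inhibition of at least 70% across replicates, with every replicate also reaching that level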
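Test system: S100A4 monomer protein. Medium: HEPES buffer with Ca2+, pH 7.2. Reagent: fluorescent myosin IIA peptide, 5 nM. Compound dosing: single-point compound testing. Timing: 5 min between mix addition and reading. Benchmarks: DMSO neutral and TFP positive wells.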
* = called active by the depositor; x = no result given; & = joins results of further samples.

SMILES	XiGFP reactiv	RAD54 branch	ERAP1 HTS inh	esBAF inh	E-selectin induc	RAD52 inh	ERp5 inh	S100A4 MyoIIA
O=C(NCC1COc2ccccc2O1)C1CCC(CNc2c(N3CCCCC3)c(=O)c2=O)CC1 (configuration not stated)	0.0	-12	2	-9	-0.5	-6	5	0
N#C[C@H]1[C@@H](c2ccc(C3=CCCCC3)cc2)[C@@H](CO)N1C(=O)Cc1ccncc1	-0.1	-4	0	3	-0.2	4	3	-16
Cc1ccc(S(=O)(=O)n2[nH]c(=O)cc2N)cc1	0.0	-2	-1	-3	-0.1	-13	5	-6
C[C@H]1CN([C@@H](C)CO)C(=O)c2cc(C#Cc3ccccc3F)cnc2O[C@H]1CN(C)C(=O)Cc1cccnc1	0.0	-8	4	-7	0.3	1	11	1
CN(C[C@H](Cc1ccccc1)N(C[C@H](Cc1cccc2ccccc12)N(CCc1ccccc1)N=O)N=O)N=O	0.2&0.1	-9	-5	7	0.0&0.2	-17	2	1
C[C@@H]1CN([C@H](C)CO)C(=O)c2cccc(NC(=O)Nc3ccc4c(c3)OCO4)c2O[C@@H]1CN(C)Cc1ccc(C(F)(F)F)cc1	0.1	-8	1	2	0.8	7	-7	44
CCOc1ncccc1C(=O)NCC(c1ccco1)N1CCCCC1 (configuration not stated)	0.9	-1	-1	-6	-0.6	-21	4	-5
CC1CCN(C(=O)Cn2nnc(-c3cccs3)n2)CC1	0.0	5	x	48*	1.4	11	3	-2
CN(C)C1(CNC(=O)CC(NC(=O)c2ccccc2Cl)c2ccccc2)CCCCC1 (configuration not stated)	0.3	-8	-2	-3	0.4	-9	2	-3
COc1ccc(/C=C2/SC(=S)N(CC(=O)O)C2=O)cc1OCc1ccc(Cl)cc1	0.0	-1	3	38	-0.1	-19	-3	37
Cc1ccc(S(=O)(=O)Nc2ccc3c(c2)C(=O)N([C@H](C)CO)C[C@@H](C)[C@@H](CN(C)Cc2ccncc2)O3)cc1	0.1	7	3	-5	1.1	-7	6	-4
O=C(Nc1cccc(C(=O)N2CCOCC2)c1)C1CCCCC1	0.0	x	5	x	0.1	-6	4	-1
O=C(NCCN1CCCC(O)C1)c1cc(COc2ccc(F)cc2Cl)on1 (configuration not stated)	0.0	x	8	4	x	-33	3	0
COc1ccccc1C(=O)O/N=C(\N)c1ccccn1	0.1	x	3	-36	4.7	-1	0	-8
Cc1ccc(Cn2nc(C)c(NC(=O)c3cc(-c4ccco4)on3)c2C)cc1	x	x	3	x	x	-20	4	7
COc1ccc(NC(=O)CCC(=O)c2ccc(Cl)cc2)cn1	0.5	-3	2	4	0.0	-47	-3	-3
CN1C[C@@H](O)COC[C@@H]2O[C@H](CC(=O)NC3CCC3)CC[C@H]21	0.1	14	x	-3	-0.1	x	x	x
CCn1c(SCC(=O)Nc2ccccc2)nc2ccccc2c1=O	0.3	-3	0	5	0.1	-10	1	-1
O=C(NCc1ccc2c(c1)OCO2)C1CCC(CNc2c(N3CCCC3)c(=O)c2=O)CC1 (configuration not stated)	0.2	5	-4	-5	0.0	-11	4	-1
O=C(CCN1c2ccccc2Sc2ccccc21)Oc1ccccc1	0.0	x	1	x	-0.4	-1	-6	-3

Overlap with the part before: 3 entries, then new ones.
SMILES	XiGFP reactiv	RAD54 branch	ERAP1 HTS inh	esBAF inh	E-selectin induc	RAD52 inh	ERp5 inh	S100A4 MyoIIA
CCn1c(SCC(=O)Nc2ccccc2)nc2ccccc2c1=O	0.3	-3	0	5	0.1	-10	1	-1
O=C(NCc1ccc2c(c1)OCO2)C1CCC(CNc2c(N3CCCC3)c(=O)c2=O)CC1 (configuration not stated)	0.2	5	-4	-5	0.0	-11	4	-1
O=C(CCN1c2ccccc2Sc2ccccc21)Oc1ccccc1	0.0	x	1	x	-0.4	-1	-6	-3
C/C(N)=C(/C#N)C(=O)COC(=O)c1cc(-c2cccc(Br)c2)nc2ccccc12	0.9	x	-1	x	0.5	-20	1	1
CN1C(=O)N(CC(=O)N2CCN(c3ncccn3)CC2)C(=O)C12CCCCC2	-0.1	-2	-3	3	x	4	3	0
COCC(=O)N1CC2(C1)CN(C(=O)NC1CCCC1)[C@H](CO)c1c2c2ccc(OC)cc2n1C	0.0	x	0	x	0.3	11	-2	-1
C[C@@H]1CCCCO[C@@H](CN(C)S(=O)(=O)c2ccccc2)[C@H](C)CN([C@@H](C)CO)C(=O)c2cc(N(C)C)ccc2O1	-0.1	0	-2	-3	0.0	-2	1	-21
Cn1cccc1C(=O)NNC(=O)c1ccccc1Br	0.3	x	4	31	x	-12	-2	32
CN1CCN(C(=O)C[C@H]2C[C@H]3c4cc(NC(=O)Nc5ccc(C(F)(F)F)cc5)ccc4O[C@H]3[C@H](CO)O2)CC1	0.0	12	2	2	-0.3	23	1	17
Cc1noc(C)c1NC(=O)N(C)C[C@@H]1Oc2cc(C#CCC3CCCC3)ccc2S(=O)(=O)N([C@H](C)CO)C[C@@H]1C	-0.2	-4	1	8	0.2	99*	0	9
CN(C)CCC(C(=O)c1ccccc1)c1ccncc1 (configuration not stated)	-0.1	2	-1	-5	3.1	15	2	-1
O=S(c1ccccc1)c1ccccc1	0.0	3	0	x	x	-14	0	-2
O=[N+]([O-])c1ccc(N2CCN(S(=O)(=O)c3ccccc3)CC2)cc1	-0.1	-12	-1	-9	x	-6	-2	4
CN(C)CCNC(=O)Cn1ccc2cc(S(=O)(=O)N3CCCCCC3)ccc21	0.0	-1	-3	-10	x	-2	3	-1
O=C(NCc1ccco1)c1ccc([N+](=O)[O-])o1	0.0	-3	-1	-4	x	-2	-1	2
CC(C)(C)CN1CCN(Cc2cccnc2)CC1CCO (configuration not stated)	0.0	7	-1	-3	0.3	-3	1	0
COc1ccc(CCNC(=O)c2cc(-c3cc(Cl)ccc3O)n[nH]2)cc1OC	0.0	16	-3	-2	3.2	-10	1	0
CCCNC(=O)C[C@@H]1CC[C@H]2[C@@H](COC[C@@H](O)CN2C(=O)CC)O1	0.4	-1	1	-1	0.1	2	2	-3
CCCNC(=O)Nc1ccc2c(c1)OC[C@H](C)N(Cc1cncnc1)C[C@@H](C)[C@H](OC)CN(C)C2=O	0.4	-4	-2	-4	0.1	-8	1	6
COc1ccc(F)cc1C(=O)C1CCCN(C(=O)CCc2ccccn2)C1 (configuration not stated)	0.2	8	-6	8	x	-3	3	4
O=c1cc(-c2ccccc2)cc(-c2ccccc2)n1O	0.0	4	-2	1	-0.8	-15	-3	3
COc1ccc(NC(=O)Nc2cccc3c2O[C@H](CN(C)Cc2ccccc2)[C@@H](C)CN([C@H](C)CO)C3=O)cc1	-1.2	3	0	7	0.3	13	-2	8
COc1cccc(S(=O)(=O)N2C[C@@H]3N[C@H](C2)C3c2ccc(-c3ccccc3C)cc2)c1 (some centres not stated)	0.0&0.0	x	0&1	x	-0.1&-0.1	43&5	1&3	-6&13
CCC(C)(C)C1CCC2(CC1)NC(=O)N(CC(=O)Nc1cc(C(F)(F)F)ccc1N1CCOCC1)C2=O (configuration not stated)	0.0	11	3	x	-0.2	0	-2	0
N/C(=N\OC(=O)c1ccc2c(c1)OCO2)c1ccc([N+](=O)[O-])cc1	0.2	8	2	30	-0.1	0	3	-3
C[C@@H]1CN([C@H](C)CO)C(=O)Cc2cc(NC(=O)Nc3ccc4c(c3)OCO4)ccc2O[C@H]1CN(C)Cc1ccc(C(=O)O)cc1	0.1	-4	3	2	x	7	1	1
C/C(=N\NC(=O)c1c(C)nc2ccccn12)c1ccc(C(C)(C)C)cc1	0.0	-7	-5	5	0.0	-9	1	7
COC(=O)C1(CCSC)NC(c2ccccc2F)C2C(=O)N(c3ccc4c(c3)OCCO4)C(=O)C21 (configuration not stated)	0.1	1	-2	-8	5.1	-14	9	-1
Cc1ccc(NC(=O)N(CCCN2CCOCC2)Cc2cccs2)cc1C	0.0	2	-2	-3	0.0	-3	4	1
C/C(CC(=O)Nc1cccc(C(F)(F)F)c1)=N\NC(=O)Cc1ccccc1	0.0	x	0	x	0.1	16	3	-1
CC(C)(C)N1NC2(CCCCC2)NC1=S	0.0	-1	-2	-5	-0.1	-13	1	-7
COc1ccc(C#Cc2ccc3c(c2)[C@H]2[C@H](CCN2C(C)=O)[C@@H](CO)N3C)cc1	0.3	3	x	-3	0.5	x	x	x
Cc1cccc(/C(N)=N/OC(=O)c2cccnc2)c1	0.2	-9	8	x	x	1	4	-4
COc1ccc(NC(=O)N[C@H]2CC[C@H](CCNC(=O)c3ccccc3F)O[C@H]2CO)cc1	0.1	-2	0	-3	0.3	-5	-1	-1
COCCNc1nc(Nc2ccccc2Cl)c2sccc2n1	0.1	4	2	-10	0.0	-4	3	3
COc1ccc(Cl)cc1NCCC(O)c1ccc(F)cc1 (configuration not stated)	0.0	-4	1	-3	x	2	-1	0
CCCNC(=O)C[C@@H]1CC[C@@H]2[C@@H](COc3ccc(NC(=O)Cc4cccs4)cc3C(=O)N2C)O1	0.3	1	x	3	0.3	x	x	x
CCOC(=O)N(NC(=O)C(O)(C(C)C)C(C)C)c1ccccc1	0.0	x	2	x	x	1	2	1
C=CCNc1nc(-c2sc(NC(=O)C(C)(C)C)nc2C)c(-n2cc(-c3ccccc3)nn2)s1	0.1	x	0	x	0.1	0	2	-4
O=S(=O)(Nc1ccccc1N1CCOCC1)c1c(F)cc(F)cc1Br	0.2	-12	-1	2	-0.7	-6	-1	1
O=C(CNC(=O)C1CCCCC1)NNC(=O)c1ccc(Cl)cc1Cl	0.1	-2	-1	x	-4.4	-17	-27	4
C[C@@H]1CN([C@@H](C)CO)C(=O)c2cc(NC(=O)CCN3CCOCC3)ccc2O[C@@H]1CN(C)Cc1ccc(-c2ccccc2)cc1	-0.3	1	0	-3	0.2	-14	-3	3
COc1ccc(C(C)(NC(C)=O)c2nc(-c3cccc(C(=O)O)c3)cs2)cc1 (configuration not stated)	0.2	10	-5	-3	0.7	-6	2	-3
Cc1noc(C)c1S(=O)(=O)N(C)C[C@@H]1Oc2ccc(NC(=O)Nc3ccc(F)cc3)cc2CC(=O)N([C@H](C)CO)C[C@@H]1C	0.2	-3	7	-5	-2.4	-1	0	3
CC(C)NC(=O)N1C[C@H]2[C@@H](c3ccccc31)[C@@H](CO)N2C(=O)c1ccccc1	0.1	0	1	-6	-0.3	-6	5	4
O=C(Nc1ccc([N+](=O)[O-])cc1)C1COc2ccccc2O1 (configuration not stated)	0.1	3	-2	6	-0.1	2	4	-1
CCCNC(=O)c1ccc(N2CCC3(CC2)CC(c2ccccc2)=NO3)c(N)c1	0.0	-3	-3	10	-0.1	-11	18	9
Cn1cc(CN2CCCC(C(=O)c3ccc(-c4ccccc4)c(F)c3)C2)cn1 (configuration not stated)	0.2	x	0	x	0.4	10	0	-4
CCNC(=O)C[C@H]1CC[C@@H]2[C@H](COC[C@@H](O)CN2C(=O)C2CCOCC2)O1	0.1	11	0	6	0.2	-56	-1	-30

Whole records, quoted from the list. Values in the order: XiGFP reactiv	RAD54 branch	ERAP1 HTS inh	esBAF inh	E-selectin induc	RAD52 inh	ERp5 inh	S100A4 MyoIIA
Cn1cc(CN2CCCC(C(=O)c3ccc(-c4ccccc4)c(F)c3)C2)cn1 (configuration not stated) as listed: 0.2	x	0	x	0.4	10	0	-4
Cc1noc(C)c1S(=O)(=O)N(C)C[C@@H]1Oc2ccc(NC(=O)Nc3ccc(F)cc3)cc2CC(=O)N([C@H](C)CO)C[C@@H]1C as listed: 0.2	-3	7	-5	-2.4	-1	0	3
CCNC(=O)C[C@H]1CC[C@@H]2[C@H](COC[C@@H](O)CN2C(=O)C2CCOCC2)O1 as listed: 0.1	11	0	6	0.2	-56	-1	-30

Outcome played no part in choosing rows. Share with any hit: about 2.5%.
